High-throughput results (PubChem)
GPR55 beta-arrestin: GPR55 agonists via beta-arrestin recruitment, primary screen, imaging, U2OS cells, beta-arrestin-GFP redistribution (AID 1961) | G-protein coupled receptor 55 (Homo sapiens) | U2OS GPR55 beta-arrestin-GFP redistribution imaging; higher % means a stronger effect | one-dose activation, % at 10 µM; EC50 in µM for titrated hits | actives 0.048% (n = 290,000);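 active = activation above 40% with more than 50 cells counted in the well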;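 also: U2OS osteosarcoma cells stably expressing GPR55 and beta-arrestin-GFP; plate controls were DMSO negative control for no effect and LPI positive control for full effect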
HIV fusion peptide: inhibitors of HIV fusion peptide binding, primary screen, biochemical, uHTS, fluorescence dequenching (AID 1986). one-dose inhibition, % at 20 µM; IC50 in µM for titrated hits. cell-free peptide binding, fluorescence dequenching, 30 min; higher % means a stronger effect. actives 0.3% (n = 290,000); in the data active = inhibition mostly above about 52%, no sharp cut-off; inactive = mostly below about 76%; also: some results filed as inactive read as strong as hits
KOR beta-arrestin-1: KOR antagonists, beta-arrestin recruitment, cell-based, luminescence, uHTS (AID 1778) | actives 0.091% (n = 290,000) | KOR beta-arrestin recruitment, luminescence, antagonist mode; higher % means a stronger effect | inhibition, % at 10 µM; hits with a dose series show IC50 in µM | Kappa-type opioid receptor (Homo sapiens); also: strong numbers were not always called active
SV40 large T antigen: SV40 large T antigen inhibitors, biochemical (AID 1903) | SV40 large T antigen ATPase/helicase inhibition assay; higher % means a stronger effect | inhibition, % at 20 µM, or IC50 in µM where a hit was titrated | actives 0.39% (n = 310,000); in the data active = a potency from the dose series; also: strong numbers were not always called active
NOD1 NF-kB reporter: NOD1 signaling inhibitors, primary screen, cell-based, luminescence, uHTS (AID 1578); NOD1-driven NF-kB luciferase reporter cells, luminescence; higher % means a stronger effect; one-dose inhibition, % at 4 µM; EC50 in µM for titrated hits; actives 1% (n = 290,000); in the data active = inhibition mostly above about 36%, no sharp cut-off; inactive = mostly below about 34%;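 also: HEK-293T reporter cells stimulated with the NOD1 agonist gamma-tri-DAP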
HEK293 NOD2/NF-kB: NOD2 signaling inhibitors, cell-based, luminescence, uHTS, HEK293 (AID 1566); HEK293 NOD2/NF-kB luciferase reporter, luminescence; higher % means a stronger effect; one-dose inhibition, % at 4 µM; EC50 in µM for titrated hits; actives 0.63% (n = 290,000); also: many of its hits are not listed in these tables
MgcRacGAP inhibition: MgcRacGAP GTPase-activating activity inhibitors, confirmation, biochemical, ADP Hunter fluorescence. Rac GTPase-activating protein 1 (Homo sapiens). actives 0.6% (n = 340,000). inhibition, % at 30 µM, or IC50 in µM where a hit was titrated. MgcRacGAP-stimulated Rac1 GTP hydrolysis, ADP Hunter fluorescence; higher % means a stronger effect; GST-tagged Rac1 F28L mutant substrate;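 active = first-screen hits whose inhibition reached a set limit at any dose in the follow-up dose series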;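 also: fluorescence reports GDP produced by GAP-driven GTP hydrolysis; strong numbers were not always called active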
GPR55 antagonists: GPR55 antagonists blocking LPI-driven arrestin recruitment, primary screen, imaging, U2OS, beta-arrestin-GFP, LPI agonist (AID 2013) | G-protein coupled receptor 55 (Homo sapiens) | U2OS GPR55 beta-arrestin-GFP translocation imaging, LPI antagonism; higher % means a stronger effect | inhibition, % at 10 µM; hits with a dose series show IC50 in µM | actives 0.13% (n = 290,000);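 active = spots per cell inhibited over 60%, with over 100 cells counted and total cytoplasm intensity under 500,000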;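 also: U2OS cells stably carrying GPR55 and arrestin-GFP stimulated by 5 µM LPI near EC80; imaged beta-arrestin-GFP aggregate spots per cell after agonist stimulation; plate controls were LPI-stimulated DMSO wells for no effect and DMSO wells without LPI for full effect; some results filed as inactive read as strong as hits; confirmed hits need IC50 under 10 µM and bright autofluorescent wells are also inconclusive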
KOR beta-arrestin-2: KOR agonists, beta-arrestin recruitment, primary screen, cell-based, luminescence, uHTS (AID 1777) | KOR beta-arrestin recruitment, luminescence; higher % means a stronger effect | activation, % at 10 µM, or EC50 in µM where a hit was titrated | actives 0.02% (n = 280,000); in the data active = activation above about 50%, passing the limit was not always enough; also: a part of the inactive calls stands beside numbers as strong as those of hits
An asterisk follows results filed as active; nt = no result given; [ ] = dose if it differs, or a comment. Rule as the data show it, unless noted: active = inhibition above about 50%; inactive = the rest. A portion of the library; rates above refer to the full screens.

SMILES | GPR55 beta-arrestin | HIV fusion peptide | KOR beta-arrestin-1 | SV40 large T antigen | NOD1 NF-kB reporter | HEK293 NOD2/NF-kB | MgcRacGAP inhibition | GPR55 antagonists | KOR beta-arrestin-2
CCCCn1nnnc1SCC(=O)NNC(=O)c1ccco1 | -0.1% | 0.5% | -17% | 4% | -27% | 7% | -12% | 14% | -3.9%
O=C(NCCSCc1ccccc1)c1ccc(Cl)c(S(=O)(=O)N2CCOCC2)c1 | 0.3% | -0.1% | 18% | 7% | -2% | 6% | 6% | 6% | -4.0%
CN1C(=O)C(=O)/C(=C(/O)c2ccccc2)C1c1ccc(Br)cc1 (stereo not drawn) | -0.2% | 0.4% | -1%[20 µM] | 12% | -37% | 0% | -1% | -16% | -5.8%
Cc1ccc(C2=Nc3ccc(Br)cc3C(c3ccncc3)=NN2)cc1 | 0.2% | -1.6% | -21%[20 µM] | 27% | -6% | 11% | 13% | 2% | nt
Cn1c(=O)c(C(=O)COC(=O)c2cc(C3CC3)nc3ccccc23)c(N)n(Cc2ccccc2)c1=O | -0.1% | 6.5% | -4% | 2% | -23% | 12% | nt | 11% | 0.2%
CCOC(=O)C1=C(Nc2ccc(Br)cc2)CC(C)(O)C(C(=O)OCC)C1c1ccccc1 (stereo not drawn) | 0.0% | -0.9% | -30% | 4% | -71% | -1% | 2% | 8% | 0.2%
CCN(CC)C(=O)c1ccc(NS(=O)(=O)c2ccc3[nH]c(=O)[nH]c3c2)cc1 | 0.0% | 0.2% | -8% | 8% | -36% | 2% | 6% | 8% | 0.9%
COC(=O)c1cc2ccccn2c2c(C(=O)OC)c(C(=O)OC)cc1-2 | -0.1% | 2.7% | -2% | 8% | -21% | -4% | 12% | -2% | -3.6%
CN(C)c1cccc(NC(=O)c2ccco2)c1 | -0.4% | -1.0% | 6% | 13% | -17% | -18% | 9% | 6% | -5.1%
O=C(Oc1ccc2ccccc2c1)c1ccccc1 | -0.2% | -1.7% | 1% | 13% | 2% | 22% | 14% | 6% | -8.9%
COc1ccc(C2(CNC(=O)c3cccc([N+](=O)[O-])c3)CCOCC2)cc1 | 0.7% | -2.5% | 17% | 26% | -13% | 3% | 3% | -2% | -2.3%
COC(=O)c1ccccc1SC1CC(=O)N(c2cccc(C)c2)C1=O (stereo not drawn) | -0.2% | -0.1% | -10% | 11% | -43% | 3% | 9% | 2% | 12%
O=C(NNS(=O)(=O)c1ccc(Br)cc1)c1csnn1 | -0.5% | 5.1% | 20% | 5% | -21% | 22% | 1% | 8% | -3.8%
CCN(CC)CCn1c(=N)n(CC(=O)c2ccc(Br)s2)c2ccccc21 | -0.1% | -1.4% | nt | 12% | -11% | -28% | nt | 11% | nt
O=C1C2C(C(=O)N1Cc1ccco1)C1C=CC2C12CC2 (stereo not drawn) | 0.2% | 0.2% | -19% | -1% | -7% | 13% | 8% | -8% | -1.1%
Cc1ccc(-c2noc(CCC(=O)NC3CCCC3)n2)cc1 | -0.2% | 1.5% | -18% | 10% | -24% | -4% | 4% | 5% | 1.3%
CN(CCNC(=O)CN1C(=O)CSc2ccc(S(=O)(=O)N3CCCC3)cc21)Cc1ccccc1 | 0.7% | 0.4% | 12% | 7% | -19% | 5% | 4% | 11% | -2.9%
O=C(CCN1C(=O)/C(=C/c2ccc(F)cc2)SC1=S)NC1C=CS(=O)(=O)C1 (stereo not drawn) | -0.2% | 3.9% | 8% | 10% | 12% | 10% | -1% | 6% | 2.4%
COc1cc2ccccc2cc1C(=O)Nc1cc(C)ccn1 | 0.0% | 1.1% | 19% | 26% | -62% | -23% | 9% | 24% | -4.4%
C#CCSc1nnnn1-c1ccc(OCC)cc1 | 0.2% | 0.9% | 38% | 15% | -8% | -14% | 4% | 7% | -1.0%
Fc1ccccc1CSc1nncn1NC/C=C/c1ccccc1 | -0.1% | -4.6% | -32% | -1% | 15% | 8% | 10% | 5% | 1.5%
CCc1ccccc1NC(=O)N1CCc2ccccc21 | -0.1% | -0.1% | -7% | 11% | -11% | -13% | 12% | 7% | 1.4%
CCOC(=O)c1cc2c(=O)n3ccccc3nc2n(CC(C)C)c1=NC(=O)c1ccco1 | -0.4% | 0.4% | -2% | 5% | 2% | 6% | 8% | -6% | -3.7%
CCCCSc1nc2sc3c(c2c(=O)n1-c1ccccc1)CCN(C)C3 | 0.6% | 3.7% | -15% | 12% | -4% | 7% | 7% | 12% | -0.5%

Laid out differently: 9 of the compounds above.
smiles,GPR55 beta-arrestin,HIV fusion peptide,KOR beta-arrestin-1,SV40 large T antigen,NOD1 NF-kB reporter,HEK293 NOD2/NF-kB,MgcRacGAP inhibition,GPR55 antagonists,KOR beta-arrestin-2
COc1ccc(C2(CNC(=O)c3cccc([N+](=O)[O-])c3)CCOCC2)cc1,0.7%,-2.5%,17%,26%,-13%,3%,3%,-2%,-2.3%
COC(=O)c1ccccc1SC1CC(=O)N(c2cccc(C)c2)C1=O (stereo not drawn),-0.2%,-0.1%,-10%,11%,-43%,3%,9%,2%,12%
O=C(NNS(=O)(=O)c1ccc(Br)cc1)c1csnn1,-0.5%,5.1%,20%,5%,-21%,22%,1%,8%,-3.8%
CCN(CC)CCn1c(=N)n(CC(=O)c2ccc(Br)s2)c2ccccc21,-0.1%,-1.4%,nt,12%,-11%,-28%,nt,11%,nt
O=C1C2C(C(=O)N1Cc1ccco1)C1C=CC2C12CC2 (stereo not drawn),0.2%,0.2%,-19%,-1%,-7%,13%,8%,-8%,-1.1%
Cc1ccc(-c2noc(CCC(=O)NC3CCCC3)n2)cc1,-0.2%,1.5%,-18%,10%,-24%,-4%,4%,5%,1.3%
CN(CCNC(=O)CN1C(=O)CSc2ccc(S(=O)(=O)N3CCCC3)cc21)Cc1ccccc1,0.7%,0.4%,12%,7%,-19%,5%,4%,11%,-2.9%
O=C(CCN1C(=O)/C(=C/c2ccc(F)cc2)SC1=S)NC1C=CS(=O)(=O)C1 (stereo not drawn),-0.2%,3.9%,8%,10%,12%,10%,-1%,6%,2.4%
COc1cc2ccccc2cc1C(=O)Nc1cc(C)ccn1,0.0%,1.1%,19%,26%,-62%,-23%,9%,24%,-4.4%

Next structures
SMILES | GPR55 beta-arrestin | HIV fusion peptide | KOR beta-arrestin-1 | SV40 large T antigen | NOD1 NF-kB reporter | HEK293 NOD2/NF-kB | MgcRacGAP inhibition | GPR55 antagonists | KOR beta-arrestin-2
CCCSc1nc(-n2ncc(C#N)c2N)c2c3c(sc2n1)CCC(C)C3 (stereo not drawn) | 0.2% | -1.3% | -29% | 6% | 6% | 14% | 9% | 22% | -2.6%
COCCNC(=O)C1CC2Cn3c(nc4cc(C)c(C)cc43)C2N1C (stereo not drawn) | 0.6% | -0.8% | 17% | 8% | -11% | -4% | 9% | 0% | 1.6%
O=C(Nc1cccc([N+](=O)[O-])c1)Nc1cccc([N+](=O)[O-])c1 | -0.6% | -2.6% | 10% | 5% | -8% | 8% | 5% | 5% | 3.9%
CC(=O)c1cccc(NC(=O)c2cc3ccccn3n2)c1 | -0.2% | 1.3% | 1% | 5% | -30% | -67% | 4% | 12% | -6.4%
C/C(Cc1ccccc1)=N\NC(=O)c1cccnc1 | -0.3% | 1.3% | 15% | -1% | -14% | 8% | 12% | 14% | 2.0%
CC(=O)c1cccc(NC(=O)N2CC(C)OC(C)C2)c1 (stereo not drawn) | 0.2% | -1.3% | 0% | 12% | -30% | 8% | 2% | 10% | -0.2%
COCCNC(=O)C(=O)NNC(=O)COc1ccc(OC)cc1 | -0.1% | 0.1% | -5%[20 µM] | nt | -16% | 4% | 9% | 11% | -5.2%
Nc1nc(SCc2ccccc2Cl)nc2nc3c(cc12)CCCC3 | 0.5% | 1.4% | 11% | 37% | 45% | 24% | -4% | -8% | -3.0%
CC(c1ccccc1)C(CC(=O)O)C(=O)NC1CCCCC1 (stereo not drawn) | -0.1% | 3.4% | 27% | -3% | -10% | 1% | 3% | 11% | -7.3%
CC1CN(C(=S)Nc2ccc(Br)cc2Cl)CC(C)O1 (stereo not drawn) | -0.1% | 0.9% | -12% | 24% | -13% | 3% | 7% | 3% | 3.7%
Cc1cccc(N=Cc2[nH]c3ccc(Br)c(Cl)c3c2O)c1 | -0.3% | 12% | -9% | 2% | -16% | 10% | 10% | 40% | 8.7%
CCCCNS(=O)(=O)c1ccc(S(=O)(=O)N2CCC3(CC2)OCCO3)cc1 | -0.1% | -0.5% | -62% | 2% | 14% | -11% | 7% | -2% | 9.9%
CCOC(=O)C1CCN(C(=O)CSc2nccc(C)n2)CC1 | -0.2% | 1.7% | 4% | -7% | 16% | 14% | 7% | -1% | -2.5%
COc1ccc(OC)c(NC(=O)CCCSc2ccccc2)c1 | -0.2% | -2.8% | 27% | 11% | 9% | -34% | 4% | 5% | 0.4%
COc1ccc(Cc2nc3ccc(S(=O)(=O)N4CCOCC4)cc3[nH]2)cc1 | -0.1% | -0.7% | 18% | 14% | 13% | 15% | 11% | 10% | -1.4%
COc1ccc(C2C3(C#N)C(N)=NC(OC)(OC)C23C#N)cc1 (stereo not drawn) | 0.2% | 7.0% | -6% | 14% | -17% | -27% | 8% | -6% | 0.0%
CCOC(=O)N1CCC(NC(=O)c2sc(-n3cccc3)nc2C)CC1 | 0.3% | 4.5% | 9% | 2% | -21% | -3% | 13% | 21% | 0.8%
COc1ccc(CN2CCN(C(=O)CCC(=O)Nc3nnc(C(F)(F)F)s3)CC2)cc1F | -0.1% | -1.9% | 2% | 25% | 23% | -1% | -4% | -1% | -0.9%
COc1ccc(NC(=O)CN(C)S(=O)(=O)c2ccc3c(c2)CCC(=O)N3)c(OC)c1 | -0.1% | 0.2% | -17% | 2% | -7% | 4% | -4% | 2% | -2.3%
CCOC(=O)c1ccc(N2C(=O)CC(N(Cc3ccc4c(c3)OCO4)C(=O)Nc3ccccc3)C2=O)cc1 (stereo not drawn) | -0.1% | -0.6% | 0% | 3% | -22% | -23% | 8% | -1% | 1.6%
Cc1ccc2cc(CCNC(=O)C(=O)c3c[nH]c4ccccc34)c(=O)[nH]c2c1 | -0.1% | -2.0% | -103% | 19% | 32% | 19% | 9% | -4% | 5.0%
O=C(O)CC(c1ccc(Cl)cc1)n1cccc1 (stereo not drawn) | -0.2% | 6.2% | -31% | 7% | 5% | 6% | 12% | -18% | 1.5%
C=CCOc1ccccc1/C=N/O | -0.3% | 5.2% | -8% | 3% | -18% | 9% | 7% | 19% | -0.4%
c1ccc2[nH]c3cc4ncnc4cc3nc2c1 | 0.9% | 60%* | -13% | 0% | -30% | -5% | 12% | 4% | -0.8%
